# From PubChem
# SENP6 inh – SENP6 protease inhibition. Recombinant SENP6 catalytic domain, aminoluciferin luminescence. inhibition, % at 10 µM. 1.8% of 330,000 active;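 active means inhibition above about 50% at the single tested dose, limit read from the data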;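 further: plate controls were DMSO wells with enzyme for no effect and DMSO wells lacking enzyme for full effect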
# ATG4B inh – ATG4B (human) cysteine protease inhibition. Q9Y4P1. inhibition, % at 8.33 µM. ATG4B cleavage of LC3-PLA2, NBD-HPC fluorescence, 1 h. 0.51% of 340,000 active; in the data active means inhibition above about 40%
# PfGluPho inh – PfG6PD (Plasmodium falciparum) enzyme inhibition | PfGluPho enzyme, NADPH resazurin-diaphorase fluorescence | inhibition, % at 20 µM | 0.78% of 350,000 active | AID 504690;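 active means inhibition reaching at least a set limit at 20 µM in the primary screen, cut at about 59% in these data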;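 further: 0% = DMSO wells with substrate and 100% = DMSO wells lacking glucose-6-phosphate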
# GRIN3A LBD mod – NR3A (human) ligand-binding domain modulation | NR3A LBD differential scanning fluorimetry, Tm shift; 0% = protein alone, 100% = glycine-bound protein | Tm shift relative to glycine control, % at 25 µM | 2.5% of 340,000 active | AID 1259313;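 active means melting temperature shift of at least 10% of the positive control shift, at one fixed dose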
# MPTP inh – inhibitors of mitochondrial permeability transition pore. isolated mouse mitochondria, Ca2+ swelling absorbance, 30 min. inhibition, % at 10 µM. 1.4% of 360,000 active;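 active means inhibition of 50% or more, scaled per plate between neutral and stimulator controls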;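 further: 0% = DMSO wells given calcium and 100% = 1 mM EGTA wells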
# SENP8 inh – inhibitors of human SENP8 protease | AID 602440 | 0.64% of 360,000 active | inhibition, % at 20 µM | recombinant SENP8, Nedd8 substrate fluorescence; in the data active means inhibition mostly above about 40%, no sharp cut-off; inactive means mostly below about 27%
# HKDC1 inh – inhibitors of human hexokinase HKDC1; Q2TB90; recombinant HKDC1, G6PDH/diaphorase resazurin coupled fluorescence; inhibition, % at 20 µM; 0.16% of 340,000 active; AID 493160;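 active means inhibition above about 35% when tested at 20 µM, limit read from the data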;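 further: plate controls were DMSO wells with enzyme for no effect and DMSO wells lacking enzyme for full effect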
# Target sequence (Q2TB90 whole entry, looked up): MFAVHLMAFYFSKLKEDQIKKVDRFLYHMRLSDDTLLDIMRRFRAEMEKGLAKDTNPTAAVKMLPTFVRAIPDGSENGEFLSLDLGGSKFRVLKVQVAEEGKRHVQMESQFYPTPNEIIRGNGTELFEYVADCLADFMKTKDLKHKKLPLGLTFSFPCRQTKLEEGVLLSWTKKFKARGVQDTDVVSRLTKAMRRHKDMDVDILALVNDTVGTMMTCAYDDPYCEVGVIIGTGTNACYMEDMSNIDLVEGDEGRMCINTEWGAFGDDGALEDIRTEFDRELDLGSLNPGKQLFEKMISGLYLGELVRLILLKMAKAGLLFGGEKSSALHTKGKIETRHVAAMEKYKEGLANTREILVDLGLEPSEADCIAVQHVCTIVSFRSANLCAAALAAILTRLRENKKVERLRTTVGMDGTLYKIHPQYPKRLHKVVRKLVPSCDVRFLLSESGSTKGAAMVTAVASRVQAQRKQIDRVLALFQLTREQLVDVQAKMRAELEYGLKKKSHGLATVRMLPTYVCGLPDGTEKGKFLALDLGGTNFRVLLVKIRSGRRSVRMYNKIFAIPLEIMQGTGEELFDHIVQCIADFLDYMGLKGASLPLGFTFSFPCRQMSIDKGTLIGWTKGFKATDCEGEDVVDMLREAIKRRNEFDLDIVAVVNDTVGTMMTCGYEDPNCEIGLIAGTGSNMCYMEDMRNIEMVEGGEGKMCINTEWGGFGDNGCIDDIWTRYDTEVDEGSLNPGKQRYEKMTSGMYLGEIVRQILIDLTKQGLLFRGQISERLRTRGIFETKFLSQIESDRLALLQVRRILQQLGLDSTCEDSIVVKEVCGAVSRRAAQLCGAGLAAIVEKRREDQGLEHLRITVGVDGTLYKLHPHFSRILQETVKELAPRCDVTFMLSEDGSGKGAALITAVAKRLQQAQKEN
#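 Material: recombinant HKDC1 hexokinase; Amount: HKDC1 at 5 µg/mL; Medium: Tris pH 8.0 buffer with MgCl2, Tween-20, BSA, BME; Schedule: 90 min reaction incubation at room temperature, dark; Technique: coupled resazurin fluorescence, excitation 525 nm, emission 613 nm.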
# SENP7 inh – inhibitors of human SENP7 protease; Q9BQF6; recombinant SENP7, Z-RLRGG-aminoluciferin luminescence, 40 min; inhibition, % at 5 µM; 1.5% of 330,000 active;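 active means inhibition above about 50% at the single test dose, limit read from the data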;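 further: plate controls were DMSO with enzyme for no effect and no enzyme buffer wells for full effect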
# Starred values were filed as active, the others as inactive; x = no result given. These rows are one share of the data (hit frequency here may not be typical).
SMILES,SENP6 inh,ATG4B inh,PfGluPho inh,GRIN3A LBD mod,MPTP inh,SENP8 inh,HKDC1 inh,SENP7 inh
CCc1ccccc1NC(=O)CSc1nnc([C@@H](N)Cc2c[nH]c3ccccc23)o1,4,-11,13,0,-1.2,5,0,4
CCC(NC(=O)OC(C)(C)C)C(=O)Oc1cc(C)cc2oc(=O)c3c(c12)CCC3 (stereo not drawn),-12,-1,11,1,11,-3,-4,2
C[C@@H]1CC[C@@]2(NC1)O[C@H]1C[C@H]3[C@@H]4CC=C5C[C@@H](O)CC[C@]5(C)[C@H]4CC[C@]3(C)[C@H]1[C@@H]2C,-18,-1,-16,-2,-0.9,20,4,-12
COc1cc(/C=C/c2nc3ccccc3c(=O)n2-c2ccccc2O)ccc1O,13,36,84*,-23,1.6,-262,1,-8
COC(COC(N)=O)C1=C(N2CC2)C(=O)C(C)=C(N2CC2)C1=O (stereo not drawn),x,2,49,-4,-0.5,38,7,x
O=C1NC(=O)C(CCc2ccncc2)(Cc2ccc([N+](=O)[O-])cc2)C(=O)N1,-29,3,-17,-1,-1.8,3,-2,-3
COC(=O)C1=C(c2ccc(F)cc2OCc2ccccc2)C[C@@H]2CC[C@H]1N2C(=O)NCCN1CCOCC1,-4,4,-12,3,-1.9,17,-1,-6
COc1cc(C(O)CNC(C)C)cc(F)c1OC (stereo not drawn),-6,-9,9,-4,-0.4,-5,-7,-6
CCC1CCCCN1P(=O)(c1ccc(C)o1)C(C)(C)C (stereo not drawn),1,1,-13,4,-2.8,12,13,5
COc1ccc(-c2nn(CCC#N)cc2C(=O)Nc2ccccc2)cc1OC,3,-1,-2,0,0.5,8,-6,-166
COc1ccc(C(=O)Cn2c(NCCCl)nc3ccccc32)cc1,16,0,8,1,-0.4,10,-2,0
O=C(O)C1(c2ccc(Cl)cc2)CCC1,-6,-3,-2,0,-1.2,3,-4,-3
CC(=NNC(=S)N1CC2CCC(CC2)C1)c1nccs1,x,3,29,-3,-0.7,-124,-43,x
S=P(N1CCOCC1)(N1CC1)N1CC1,x,-10,8,3,-0.4,9,-3,x
C[C@@H]1NCCc2cc(O)c(O)cc21,6,5,53,1,-0.4,15,1,-1
Cc1cccc(N2C(=O)NC(=O)/C(=C\c3ccc(N4CCOCC4)cc3)C2=O)c1,-35,-13,20,0,21,13,6,2
c1cc2c(cc1[C@H]1OC[C@H]3[C@@H]1CO[C@@H]3c1ccc3c(c1)OCO3)OCO2,-4,3,3,-4,-1.8,12,-6,-3
O=C1NC(=O)C(=Cc2ccc(Oc3ccc([N+](=O)[O-])cc3)cc2)C(=O)N1,-13,6,22,-1,0.4,19,3,-2
CC(C)CN1CCN(Cc2ccc(F)cc2Cl)CC1CCO (stereo not drawn),26,4,5,-2,2.7,3,-4,-7
NC(=O)Nc1cccc(C(F)(F)F)c1,-17,-12,-3,1,7.6,16,9,-27
O=Cc1c(C(=O)O)n(Cc2ccccc2F)c2ccccc12,-18,5,-19,-1,0.4,7,2,-5
CN(C)CCOC(=O)c1cn(Cc2ccccc2)c2ccccc12,-3,-4,7,-1,59*,12,0,-2
CC(C)OP(=O)(OC(C)C)C(NCc1ccccc1)c1ccccc1 (stereo not drawn),1,4,-2,0,-1.2,20,3,0
O=C(CCC(=O)N1CC2C[C@@H](C1)Cn1c2cccc1=O)NCCc1ccccc1,-13,-15,5,2,-3.8,30,-7,-1
CCOc1ccc(CN2CCCC(C(=O)c3ccccc3OC)C2)cc1 (stereo not drawn),-9,2,32,0,3.0,15,-2,-13

# A different layout for some results above.
# Each structure is followed by: SENP6 inh, ATG4B inh, PfGluPho inh, GRIN3A LBD mod, MPTP inh, SENP8 inh, HKDC1 inh, SENP7 inh
C[C@@H]1NCCc2cc(O)c(O)cc21
 : 6, 5, 53, 1, -0.4, 15, 1, -1
C[C@@H]1CC[C@@]2(NC1)O[C@H]1C[C@H]3[C@@H]4CC=C5C[C@@H](O)CC[C@]5(C)[C@H]4CC[C@]3(C)[C@H]1[C@@H]2C
 : -18, -1, -16, -2, -0.9, 20, 4, -12
CC(C)CN1CCN(Cc2ccc(F)cc2Cl)CC1CCO (stereo not drawn)
 : 26, 4, 5, -2, 2.7, 3, -4, -7

# (list continues)
SMILES,SENP6 inh,ATG4B inh,PfGluPho inh,GRIN3A LBD mod,MPTP inh,SENP8 inh,HKDC1 inh,SENP7 inh
CC1OC(OC2C(O)CC(OC3C(O)CC(OC4CCC5(C)C(CCC6C5CCC5(C)C(C7=CC(=O)OC7)C(O)CC65O)C4)OC3C)OC2C)CC(O)C1O (stereo not drawn),x,-2,1,1,-0.4,0,-3,x
O=C(N/N=C/c1c(O)n(C2CCCCC2)c(=S)[nH]c1=O)c1ccccc1O,-2,-3,-32,22*,18,-361,-10,1
Cc1ccc2c(c1)c(=O)c1c3n2CCN(CC2CO2)C3CC1 (stereo not drawn),12,9,13,1,-0.3,-204,9,0
CCCCCCn1c(O)c(C=Nc2ccccc2N2CCOCC2)c(=O)[nH]c1=S,-13,-10,2,0,-1.3,-71,3,-6
N#CCCn1cc(C(=O)Nc2ccccc2Br)c(-c2ccc([N+](=O)[O-])cc2)n1,-18,-1,-13,-5,0.6,15,-9,3
CC(=O)O[C@@H]1CC[C@]2(C)C3CC[C@]4(C)C(=O)[C@H](O)CC4C3[C@@H](OC(C)=O)C[C@H]2C1 (stereo partly drawn),-11,-5,3,-3,0.0,2,-2,6
Cc1cccc(N=Cc2c(O)n(-c3ccccc3C)c(=O)[nH]c2=O)c1,-20,-10,-7,-6,0.5,-87,3,1
CN1CCN(c2c(C#N)c(C(F)(F)F)nn2C)CC1,-16,6,-11,0,-0.3,9,-11,6
O=C(Nc1ccc(Br)cc1)c1nn(C23CC4CC(CC(C4)C2)C3)cc1Br,-27,5,3,-2,2.0,15,0,-1
O=C1Nc2ccccc2/C1=C/c1nc2ccccc2c(=O)n1-c1ccc(O)cc1,-16,-8,27,0,1.6,30,10,4
O=C(O)Cn1cc(C=C2C(=O)NC(=O)NC2=O)c2ccccc21,-10,-6,12,-1,0.6,18,9,-2
CC1=CC(O)C(O)C2(C)C1CC1OC(=O)C(O)C3C(C)C(O)C4(O)OCC13C42 (stereo not drawn),x,-5,-5,-2,-1.5,13,-6,x
c1cncc(CNCCc2c[nH]c3ccccc23)c1,-5,-7,5,-1,-0.9,12,-8,6
Nc1ccncc1,-26,-1,-15,1,0.0,7,-9,-6
COc1ccccc1CN1CCN(C(=O)Cc2ccccc2)CC1,-19,2,-3,-2,0.7,22,-2,-7
CC(O)(CS(=O)(=O)c1cccc(C(F)(F)F)c1)C(=O)Nc1ccc(C(F)(F)F)cc1 (stereo not drawn),-5,-11,6,-14,8.1,2,0,-6
Cc1c(C(=O)Nc2ccccc2)c2cc(O)ccc2n1Cc1ccccc1,20,-13,15,-4,0.3,-7,0,-10
S=C(NC1CCCCC1)N1CCC(c2cnc[nH]2)CC1,-26,10,-12,-1,-0.5,9,-2,-4
CN(C)C(=O)O/N=C(\N)COc1ccc(C(C)(C)C)cc1,-19,-3,-8,-1,0.7,4,1,11
CCOC(=O)c1ccc(N=Cc2c(O)n(-c3ccc(OC)cc3)c(=S)[nH]c2=O)cc1,-9,-12,-5,0,3.8,5,2,-5
CC(=O)C1CCC2C3C(N4CC4)CC4=CC(=O)CCC4(C)C3CCC12C (stereo not drawn),x,-10,7,-1,-0.9,-64,-5,x
COc1ccc(-n2c(Cc3ccccc3)nc3ccccc3c2=O)cc1,2,1,-2,-2,1.3,6,9,-9
Cc1ccc(CNC2=NCCS2)cc1,-14,3,-8,0,1.0,6,-2,5
C[C@]12CCC(=O)C=C1C=CC1C2CC[C@]2(C)C(=O)CCC12 (stereo partly drawn),-4,2,-1,0,-1.1,11,-2,-8
CN(C)C(=O)Oc1ccc(-c2cn3cc(Cl)ccc3n2)cc1,-1,-5,58,13*,0.3,-190,-1,94*

# The list goes on:
SMILES,SENP6 inh,ATG4B inh,PfGluPho inh,GRIN3A LBD mod,MPTP inh,SENP8 inh,HKDC1 inh,SENP7 inh
Cc1cc(C=O)c(C)n1CC1CCCO1 (stereo not drawn),-2,-7,-2,0,-0.5,19,-5,-1
CCC(=NCc1ccc2c(c1)OCO2)c1c(O)n(C)c(=O)n(C)c1=O,1,-4,2,-2,23,10,-1,7
O[C@H]1C2CCC1C(N1CCCCC1)CC2 (stereo partly drawn),6,7,-5,-2,-0.7,13,-1,4
Cc1ncc(CN2CCCC(C(=O)c3cccc(Cl)c3)C2)s1 (stereo not drawn),7,5,-1,1,-2.3,2,-1,2
Cc1cc(NC(=O)COC(=O)c2c(C)nn(Cc3ccccc3Cl)c2Cl)no1,8,20,-9,-1,-0.5,-1,-10,4
O=c1[nH]c(=S)n(C2CC2)c(O)c1/C=N/Nc1ccccc1,30,7,6,-10,-0.6,12,-11,1
Nc1ccc(Br)cc1C(=O)c1ccccc1,-23,5,4,1,1.3,12,3,-8
NP(=O)(OCCCCc1ccccc1)Oc1ccccc1Cl (stereo not drawn),-8,17,4,2,-0.6,22,-2,-8
CCOC(=O)[C@]12Cc3cc(N(C)C)ccc3[C@H]1N(Cc1ccccc1)C(=O)c1ccccc12,x,19,23,1,0.4,11,-2,x
CCOP(=S)(OCC)SCSP(=S)(OCC)OCC,x,5,49,0,-2.3,16,-4,x
O=S(=O)(c1ccc(Cl)cc1)N1CN2CCN(C2)C1,-5,-4,5,1,-0.1,16,-3,0
O=C(C1CC(=O)N(C2CCCCCCC2)C1)N1CCC2(CC1)OCCO2 (stereo not drawn),-10,2,-6,-1,-0.4,10,-3,3
Cn1cccc1/C=C1/C(=O)NC(=S)N(Cc2ccc(F)cc2)C1=O,4,33,31,1,7.1,32,13,-4
COc1cc(/C=N/NP(=S)(c2ccccc2)c2ccccc2)ccc1O,-14,-13,-1,-5,-2.3,7,1,9
Cc1cccc(NC(=O)[C@@H](NC(=O)N2C[C@H]3C[C@@H](C2)c2cccc(=O)n2C3)C(C)C)c1,-24,6,-10,0,3.1,30,-6,-8
COc1ccc(-n2c(SCCN(C)C)nc3ccccc3c2=O)cc1,0,-1,-10,0,-2.6,19,-6,5

# 5 neighbouring records from above:
SMILES,SENP6 inh,ATG4B inh,PfGluPho inh,GRIN3A LBD mod,MPTP inh,SENP8 inh,HKDC1 inh,SENP7 inh
Cc1cc(C=O)c(C)n1CC1CCCO1 (stereo not drawn),-2,-7,-2,0,-0.5,19,-5,-1
CCC(=NCc1ccc2c(c1)OCO2)c1c(O)n(C)c(=O)n(C)c1=O,1,-4,2,-2,23,10,-1,7
O[C@H]1C2CCC1C(N1CCCCC1)CC2 (stereo partly drawn),6,7,-5,-2,-0.7,13,-1,4
Cc1ncc(CN2CCCC(C(=O)c3cccc(Cl)c3)C2)s1 (stereo not drawn),7,5,-1,1,-2.3,2,-1,2
Cc1cc(NC(=O)COC(=O)c2c(C)nn(Cc3ccccc3Cl)c2Cl)no1,8,20,-9,-1,-0.5,-1,-10,4
